Source: PubChem BioAssay (National Center for Advancing Translational Sciences (NCATS))
Gal4-VP16 FLuc: inhibits Gal4-VP16 luciferase reporter, ROR gamma counter-screen | Potency, µM (top dose mostly 53.6 µM), without a hit: at the highest dose activity, negative = inhibition, actives largely listed as inhibitors | 310,000 tested, 3.5% active | Drosophila S2 Gal4-VP16 UAS-luciferase, luminescence, 20 h | AID 2546;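 note: Gal4-VP16 expression switched on by copper sulfate through the metallothionein promoter; potency is the fitted concentration of half-maximal effect; % is set by controls: 0 for no effect and ±100 for the full control effect; nearly all actives have a fitted effect of over 50% in size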
RORgamma inh: inhibitors of mouse ROR gamma transcriptional activity | P51450 | Drosophila S2 Gal4-RORgamma UAS-luciferase reporter, 20 h | Potency, µM (series often up to 53.6 µM), for the others: at the top dose activity change, negative = inhibition, actives largely listed as inhibitors | 310,000 tested, 5.4% active | AID 2551; note: potency is the fitted concentration of half-maximal effect; % is set by controls: 0 for no effect and ±100 for the full control effect; nearly all actives have a fitted effect of over 60% in size
Target sequence (P51450 whole entry, looked up, the tested form may be a part): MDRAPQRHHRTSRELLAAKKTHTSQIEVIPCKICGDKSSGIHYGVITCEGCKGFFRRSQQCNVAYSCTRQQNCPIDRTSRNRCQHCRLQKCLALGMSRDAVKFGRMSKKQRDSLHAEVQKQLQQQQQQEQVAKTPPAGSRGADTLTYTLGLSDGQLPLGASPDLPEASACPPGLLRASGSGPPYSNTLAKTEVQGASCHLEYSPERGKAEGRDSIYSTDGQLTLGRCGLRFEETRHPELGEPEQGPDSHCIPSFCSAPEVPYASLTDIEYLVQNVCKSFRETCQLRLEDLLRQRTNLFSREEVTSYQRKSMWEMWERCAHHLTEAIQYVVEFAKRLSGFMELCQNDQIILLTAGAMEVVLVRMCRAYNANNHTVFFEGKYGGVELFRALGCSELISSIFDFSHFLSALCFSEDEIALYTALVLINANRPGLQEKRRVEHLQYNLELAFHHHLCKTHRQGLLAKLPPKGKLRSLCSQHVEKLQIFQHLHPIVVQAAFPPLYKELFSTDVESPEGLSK
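Using a luciferase readout, inhibitors were identified by reduced reporter activity in Drosophila cells coexpressing a copper-inducible Gal4–ROR gamma fusion and UAS-driven Photinus luciferase, incubated 20 hr after 700 uM copper sulfate.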
Menin MLL FP TR: menin-MLL binding inhibition, Texas Red mutant peptide; 270,000 tested, 0.23% active; AID 1768; Menin + Texas Red MLL mutant peptide, fluorescence polarization; Potency, µM (titrated, usually from 61.6 µM), for the others: at the top dose FP activity change, negative = inhibition, hits mostly inhibitors; O00255; active = well fitted inhibition curve with a large enough effect in the polarisation, with a control signal flat, not every such curve was filed as active; inconclusive = small, poorly fitted or top-dose-only effect, or effect the other way, or a change in a side signal; inactive = no such curve, though single readings can be large or run the other way; the % refers to the polarisation; note: potency is the fitted concentration of half-maximal effect; % of control where 0% means no effect; many of its hits are not listed in these tables
FLuc modulator: inhibits or activates purified firefly luciferase, miR-21 counter-screen | P08659 | purified FLuc, Km substrates, luminescence inhibition | Potency, µM (top dose mostly 57.5 µM), without a hit: at the highest dose activity change, negative = inhibition, most hits filed as inhibitors | 360,000 tested, 6.9% active;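 note: potency is the fitted concentration of half-maximal effect; plate controls were vehicle for no effect and reference inhibitor for full effect; nearly all actives have a fitted effect of over 55% in size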
Target sequence (P08659 whole entry, looked up): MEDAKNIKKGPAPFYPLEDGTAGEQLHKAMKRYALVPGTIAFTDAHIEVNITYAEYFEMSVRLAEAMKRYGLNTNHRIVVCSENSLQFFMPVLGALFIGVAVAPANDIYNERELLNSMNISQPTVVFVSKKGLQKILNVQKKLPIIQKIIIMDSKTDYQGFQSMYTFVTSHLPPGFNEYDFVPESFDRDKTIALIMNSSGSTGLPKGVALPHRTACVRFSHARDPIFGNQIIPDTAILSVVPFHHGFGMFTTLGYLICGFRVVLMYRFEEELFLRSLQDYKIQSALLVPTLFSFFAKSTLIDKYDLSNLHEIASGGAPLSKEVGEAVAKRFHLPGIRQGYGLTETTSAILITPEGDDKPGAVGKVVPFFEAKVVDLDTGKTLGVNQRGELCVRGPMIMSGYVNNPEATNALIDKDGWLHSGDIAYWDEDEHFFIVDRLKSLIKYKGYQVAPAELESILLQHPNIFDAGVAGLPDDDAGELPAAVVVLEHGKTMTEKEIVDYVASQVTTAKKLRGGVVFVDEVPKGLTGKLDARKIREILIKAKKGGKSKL
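Purified P. pyralis luciferase, 10 nM final, with Km-level 10 uM D-luciferin and 10 uM ATP in 50 mM Tris acetate pH 7.5, 10 mM Mg acetate, 0.01% Tween-20, 0.05% BSA; 6-point qHTS titration about 60 µM downward; luminescence read.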
BRCA1 expr act: BRCA1 expression activation; 380,000 tested, 1.1% active; MCF7-BRCA1-FFLuc reporter, luminescence, 48 h; response scale: scaled: vehicle 0%, 10 µM genistein 100%; Potency, µM (titrated, usually from 46.1 µM), without a hit: at the highest dose activation, actives largely listed as activators; note: potency is the fitted concentration of half-maximal effect; nearly all actives have a fitted effect of over 80% in size; some results filed as inactive show a strong effect at the top dose
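MCF7-BRCA1-FFLuc cells, 2000/well in phenol-red-free MEM, attached 2 h then treated 48 h at 37 C. Luciferase luminescence read 15 min after reagent; normalized to genistein maximum activation (10microM) and DMSO, concentration-response fitted.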
Giardia kill: kills Giardia lamblia. 340,000 tested, 0.15% active. activity change, % at 7.66 µM, hits read low. AID 540267. Giardia lamblia trophozoite viability; in the data active = activity change below about -80%; inconclusive = between about -30% and that limit;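 note: parasites exposed to compound for two days anaerobically before the ATP read; % is set by controls: 0 for no effect and ±100 for the full control effect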
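Luminescent ATP signal served as the viability read-out, measured 15-30 min after adding ATP detection reagent to trophozoites that had been incubated with compounds for 48 hrs at 37 deg C anaerobically at 100 cells/well.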
PKM2 activator: PKM2 (human) enzyme activation; purified PKM2, Kinase-Glo ATP luminescence, activation; response scale: 0% is enzyme alone, no compound; Potency, µM (top dose mostly 57.5 µM), without a hit: at the top dose activation, usual class: activators; 260,000 tested, 0.34% active; AID 1631; note: potency is the fitted concentration of half-maximal effect; % is set by controls: 0 for no effect and ±100 for the full control effect; nearly all actives have a fitted effect of over 55% in size
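Purified hPK-M2 (>95%) run at intermediate activity with 0.1 mM ADP and 0.5 mM PEP in 50 mM imidazole pH 7.2, KCl, MgCl2; 1 h room temperature. ATP formed read by Kinase-Glo luminescence; normalized to uninhibited and no-enzyme controls.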
An asterisk follows results filed as active; u = inconclusive; x = no result given; [ ] = dose if it differs, or a comment. Unless noted, calls come from the whole dose curve; as a rule, active = well fitted curve in the direction sought with a large enough effect; inconclusive = small, poorly fitted or top-dose-only effect, or another doubt; inactive = no such curve, though single readings can be large; an effect the other way counts as inactive or inconclusive. The list is partial, so the mix of outcomes need not match the whole.

SMILES | Gal4-VP16 FLuc | RORgamma inh | Menin MLL FP TR | FLuc modulator | BRCA1 expr act | Giardia kill | PKM2 activator
CC(=O)Nc1ccc(NC(=O)c2ccc(Cl)c(S(=O)(=O)N3CCc4ccccc43)c2)cc1 | x | x | x | x | -17.9% | 8.6 | x
CC(C)(C)c1cc(CCC(=O)Nc2ccncc2)cc(C(C)(C)C)c1O | x | x | x | x | 0.0% | -16.1 | x
C#CCOCCOCCOCCNc1nc(N2CCN(C(=O)Cn3cc(CCO)nn3)CC2)nc(N2CCN(C(=O)[C@H]([C@@H](C)CC)n3cc(CCCN=C(N)N)nn3)CC2)n1 | x | x | x | x | 27.5% | u | x
Cc1ccccc1OCCC(=O)Nc1cc(S(=O)(=O)N2CCCCC2)ccc1N1CCN(C)CC1 | x | x | x | x | -22.4% | -1.6 | x
Cn1cc(C(=O)NCCc2ccccc2)c(=O)c2cc(S(=O)(=O)N3CCOCC3)ccc21 | x | x | x | x | -1.9% | -11.7 | x
c1ccc(OCCOCCOc2ccccc2)cc1 | x | x | x | x | 19.8% | 4.1 | x
CCOC(=O)CN1C(=O)N[C@@H](c2cccs2)C(C(=O)OC)=C1C | x | x | -5.4%[11.7 µM] | x | -6.2% | -25.9 | -5.3%[11.5 µM]
COC(=O)[C@H]1[C@@H](C)N(CCc2cc(OC)c(OC)c(OC)c2)C(=O)N[C@H]1c1ccccc1 | x | x | -11.0%[11.7 µM] | x | -17.1% | -0.9 | -0.4%[11.5 µM]
CCOC(=O)CN1C(=O)N[C@@H](c2cccs2)C(C(C)=O)=C1C | x | x | -0.6%[11.7 µM] | x | 9.2% | -22.7 | -0.3%[11.5 µM]
C#CCCOC(=O)N1C2=NC(C(=O)OC)=C(C(=O)OC)[C@@H]3Nc4ccccc4[C@]23C[C@H]1C(=O)OC | x | x | -19.2%[11.7 µM] | x | 2.2% | -5.2 | -8.5%[11.5 µM]
COC(=O)C1=C(C)N(Cc2ccccc2)C(=O)N[C@H]1c1cccc(F)c1 | x | x | 6.3%[11.7 µM] | x | -6.1% | -1.6 | -4.3%[11.5 µM]
CCOC(=O)CN1C(=O)N[C@@H](c2cccc(C(F)(F)F)c2)[C@H](C(C)=O)[C@H]1C | x | x | 1.2%[11.7 µM] | x | 10.1% | 15.4 | -16.2%[11.5 µM]
CCOC(=O)CN1C(=O)N[C@@H](CCc2ccccc2)[C@H](C(=O)OC)[C@H]1C | x | x | -7.5%[11.7 µM] | x | 12.6% | -14.4 | -1.5%[11.5 µM]
CCCCC1=CC2=CC(=O)C(C)(OC(=O)CC)C(=O)C2=CN1c1cccc(C#N)c1 (centres undefined) | x | x | 0.8%[11.7 µM] | x | 7.9% | u | -3.4%[11.5 µM]
COCCN1C(=O)N[C@@H](c2cccc(C(F)(F)F)c2)C(C(=O)OC)=C1C | x | x | 5.5%[11.7 µM] | x | -3.6% | 6.4 | 0.9%[11.5 µM]
CCOC(=O)CN1C(=O)N[C@@H](c2ccccc2)[C@@H](C(=O)OC)[C@H]1C | x | x | -0.2%[11.7 µM] | x | -19.1% | -26.2 | -1.3%[11.5 µM]
CCOC(=O)CN1C(=O)N[C@@H](CCc2ccccc2)C(C(C)=O)=C1C | x | x | 1.3%[11.7 µM] | x | 3.6% | -2.3 | 4.1%[11.5 µM]
CCOC(=O)N1C2=NC(C(=O)OC)=C(C(=O)OC)[C@@H]3N(Cc4ccccc4)c4ccccc4[C@]23C[C@H]1C(=O)OC | x | x | -17.6%[11.7 µM] | x | -19.8% | -4.1 | -3.3%[11.5 µM]
CCN1C(=O)N[C@@H](c2ccccc2)C(C(=O)OC)=C1C | x | x | 4.7%[11.7 µM] | x | 3.4% | -3.6 | 11.6%[11.5 µM]
CCOC(=O)CN1C(=O)N[C@@H](c2cccc(C(F)(F)F)c2)C(C(=O)OC)=C1C | x | x | -7.2%[11.7 µM] | x | -23.8% | -5.6 | -1.5%[11.5 µM]

Compounds listed so far that contain nitrogen in an aromatic ring:
SMILES | Gal4-VP16 FLuc | RORgamma inh | Menin MLL FP TR | FLuc modulator | BRCA1 expr act | Giardia kill | PKM2 activator
CC(C)(C)c1cc(CCC(=O)Nc2ccncc2)cc(C(C)(C)C)c1O | x | x | x | x | 0.0% | -16.1 | x
C#CCOCCOCCOCCNc1nc(N2CCN(C(=O)Cn3cc(CCO)nn3)CC2)nc(N2CCN(C(=O)[C@H]([C@@H](C)CC)n3cc(CCCN=C(N)N)nn3)CC2)n1 | x | x | x | x | 27.5% | u | x
Cn1cc(C(=O)NCCc2ccccc2)c(=O)c2cc(S(=O)(=O)N3CCOCC3)ccc21 | x | x | x | x | -1.9% | -11.7 | x

Next section.
SMILES | Gal4-VP16 FLuc | RORgamma inh | Menin MLL FP TR | FLuc modulator | BRCA1 expr act | Giardia kill | PKM2 activator
CC(=O)C1=C(C)N(Cc2ccccc2)C(=O)N[C@H]1c1cccc(F)c1 | x | x | -0.4%[11.7 µM] | x | 6.0% | 2.4 | -2.2%[11.5 µM]
CCN1C(=O)N[C@@H](c2cccc(C(F)(F)F)c2)C(C(=O)OC)=C1C | x | x | 5.0%[11.7 µM] | x | 0.1% | 7.7 | 16.4%[11.5 µM]
CCOC(=O)CN1C(=O)N[C@@H](c2cccc(F)c2)C(C(=O)OC)=C1C | x | x | -3.8%[11.7 µM] | x | -29.1% | 6.9 | -1.5%[11.5 µM]
CCOC(=O)CN1C(=O)N[C@@H](CCc2ccccc2)[C@@H](C(=O)OC)[C@H]1C | x | x | 2.4%[11.7 µM] | x | -5.1% | -1.9 | -4.7%[11.5 µM]
COCCN1C(=O)N[C@@H](CCc2ccccc2)[C@H](C(=O)OC)[C@H]1C | x | x | 3.3%[11.7 µM] | x | 1.3% | u | 4.6%[11.5 µM]
CCN1C(=O)N[C@@H](c2cccc(F)c2)C(C(=O)OC)=C1C | x | x | -0.4%[11.7 µM] | x | 5.6% | -20.0 | -11.5%[11.5 µM]
CCN1C(=O)N[C@@H](c2cccc(C(F)(F)F)c2)[C@H](C(C)=O)[C@H]1C | x | x | 1.4%[11.7 µM] | x | -12.0% | -16.3 | -6.2%[11.5 µM]
CCN(Cc1ccccc1)c1ccccc1 | -3.0% | 20.9% | x | x | 0.0% | 6.9 | x
O=C(O)CN(CC(=O)O)CC(=O)O | -2.1% | -12.8% | x | x | -2.2% | -3.7 | x
N=C1C=CC(=C(c2ccc(N)cc2)c2ccc(N)cc2)C=C1 | u | -19.1% | x | x | -80.0% | -1.4 | x
COc1ccc(-c2noc(-c3ccc(N4CCCCC4C)c([N+](=O)[O-])c3)n2)cc1OC (centres undefined) | x | x | x | 5.2% | -4.7% | x | x
CC1CCCCN1Cc1c(O)ccc2c(=O)c(-c3ccc(Cl)cc3)c(C(F)(F)F)oc12 (centres undefined) | x | x | x | -3.6% | 2.9% | x | x
COc1cc(NC(=O)Cn2nc(C(F)(F)F)c3c2CCC3)cc(OC)c1OC | x | x | x | -1.8% | -27.9% | x | x
CCCCSCCCNC(=O)CN1C(=O)COc2ccc(S(=O)(=O)N3CCCC3)cc21 | x | x | x | 3.4% | -2.1% | x | x
COc1ccc(NC(=O)CN(c2ccccc2OC)S(C)(=O)=O)c(OC)c1 | x | x | x | -2.8% | 11.1% | x | x
Cc1ccc(CSc2nc3ccc(NC(=O)CC(C)C)cc3s2)cc1 | x | x | x | -10.9% | -0.4% | x | x
Cc1nc2ncnn2c(C)c1CCC(=O)NCc1cccc(Cl)c1 | x | x | x | 3.1% | 0.8% | x | x
Cc1ccc(Oc2nc3c(c(=O)n(Cc4ccccc4Cl)c(=O)n3C)n2C)cc1C | x | x | x | -2.0% | -19.9% | x | x
Cc1ccc(Cc2nc3ccccc3nc2SCC(=O)NCc2ccccc2Cl)cc1 | x | x | x | -0.5% | -6.3% | x | x
O=C(C1CCCN(S(=O)(=O)c2cccs2)C1)N1CCN(c2cccc(Cl)c2)CC1 (centres undefined) | x | x | x | 6.0% | -39.3% | x | x
Cc1ccc(NC(=O)CCS(=O)(=O)c2cccc3nonc23)c(C)c1 | x | x | x | -4.6% | 3.4% | x | x
Cc1ccc(-n2c(=O)c3sc4ccccc4c3n(CC(=O)NC3CCCC3)c2=O)cc1C | x | x | x | 4.1% | -3.4% | x | x
COc1cccc(Cn2c(=O)n(-c3cccc(Cl)c3)c(=O)c3c4c(sc32)CN(C(C)=O)CC4)c1 | x | x | x | 2.1% | -42.5% | x | x
COc1cc(NC(=O)CCc2c(C)nc3c(-c4ccc(F)cc4)c(C)nn3c2C)cc(OC)c1OC | x | x | x | -0.2% | 0.0% | x | x
Cc1ccc(Cl)cc1N1CCN(C(=O)CN2C(=O)COc3ccc(S(=O)(=O)N4CCOCC4)cc32)CC1 | x | x | x | -0.6% | -21.5% | x | x
Cc1ccc2c(c1)cc1c(=O)n(Cc3cccc(Cl)c3)nc(C)n12 | x | x | x | 1.4% | 26.6% | x | x
Cc1ccc(N2CCN(C(=O)c3c(C)oc4ncn(C)c(=O)c34)CC2)c(C)c1 | x | x | x | -1.2% | 0.0% | x | x
CC1CCN(c2nc3c(-c4cccc(Br)c4)nnn3c3ccccc23)CC1 | x | x | x | 0.1% | 0.6% | x | x
CCOC(=O)c1sc2nc(C)n(CC(=O)Nc3cccc(Cl)c3)c(=O)c2c1C | x | x | x | 0.9% | 2.0% | x | x
Cc1ccc(C(CC(=O)Nc2cc(C)cc(C)c2)N2Cc3ccccc3C2=O)cc1 (centres undefined) | x | x | x | -10.1% | -46.7% | x | x
CC(C)(C)c1ccc(C(=O)Nc2cc(-c3ccccc3)nn2-c2ccccc2)cc1 | x | x | x | 0.3% | 0.0% | x | x
COc1ccc(C(=O)Nc2cccc(OCc3cc(=O)n4c5c(sc4n3)CCCC5)c2)cc1 | x | x | x | u | 3.5% | x | x
O=C(Nc1ccc(F)cc1)c1ccc(-n2cnnc2)cc1 | x | x | x | 2.2% | -0.2% | x | x
CCOc1ccc(C(=O)N(Cc2cc(OC)c(OC)c(OC)c2)c2ccccn2)cc1 | x | x | x | 5.8% | 0.0% | x | x
Cc1nc(S(=O)(=O)N2CCN(c3cccc(Cl)c3)CC2)cn1C | x | x | x | -1.3% | 11.1% | x | x
COc1ccc(CCNC(=O)c2ccc3c(c2)N(Cc2cc(C)ccc2C)C(=O)c2ccccc2S3=O)cc1OC (centres undefined) | x | x | x | -6.5% | -14.8% | x | x
